PG9 Ab binder: PG9 antibody binding by small molecule. TR-FRET gp120-PG9 antibody binding. inhibition, % at 6.7 µM. hit rate 0.43% among 360,000. AID 624416; in the data active means inhibition above about 8.5%
TDP2 inh: TDP2 (human) inhibition, absorbance primary screen. O95551. recombinant TDP2, T5PNP hydrolysis, p-nitrophenol absorbance 415 nm. inhibition, % at 12.8 µM. hit rate 0.34% among 370,000;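 active means inhibition above the mean of all tested compounds plus 3 SD, set per campaign, cut at about 25% in these data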;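 further: 0% = DMSO with enzyme and 100% = buffer with substrate but no TDP2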
Target sequence (O95551 whole entry, looked up): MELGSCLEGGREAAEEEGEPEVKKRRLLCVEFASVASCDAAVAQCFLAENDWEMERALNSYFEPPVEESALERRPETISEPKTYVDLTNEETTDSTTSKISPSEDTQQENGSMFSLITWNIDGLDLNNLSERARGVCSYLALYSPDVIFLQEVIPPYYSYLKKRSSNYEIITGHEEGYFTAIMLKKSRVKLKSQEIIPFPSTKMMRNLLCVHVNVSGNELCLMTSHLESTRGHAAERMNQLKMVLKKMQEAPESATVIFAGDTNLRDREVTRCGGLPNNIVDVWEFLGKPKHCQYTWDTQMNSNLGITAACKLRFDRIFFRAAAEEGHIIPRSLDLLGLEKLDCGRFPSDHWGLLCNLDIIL
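Assay system: recombinant human TDP2 / Reagent: T5PNP substrate at 5 mM, a TopII-DNA adduct mimic / Measured by: epi absorbance from released p-nitrophenol / Evaluation: % inhibition relative to enzyme-containing and enzyme-free wells / Control set: enzyme-free and DMSO wells / Replicates: each compound tested once, singlicate / Schedule: enzyme reaction with compound for 2 h at 37 °C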
UHRF1 MBD2 ctr: human UHRF1 methylated DNA binding inhibitors | UHRF1 binding to methylated oligo, TR-FRET | hit rate 0.75% among 370,000 | Q96T88 | inhibition, % at 4.4 µM; in the data active means inhibition above about 21%;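 further: UHRF1 SRA domain binding a hemimethylated CpG hairpin DNA probe; 0% = median of test compound wells and 100% = reference inhibitor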
SIAE primary: blocks human sialic acid acetylesterase. inhibition, % at 9.66 µM. Q9HAT2. hit rate 0.69% among 370,000. SIAE FP-Rh probe binding, fluorescence polarization. AID 1053197;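 active means inhibition above a cutoff: mean of compounds within the control limits plus 3 SD of those, cut at about 17% in these data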;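 further: 0% = plate median of compound wells and 100% = probe without SIAE protein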
Target sequence (Q9HAT2 whole entry, looked up): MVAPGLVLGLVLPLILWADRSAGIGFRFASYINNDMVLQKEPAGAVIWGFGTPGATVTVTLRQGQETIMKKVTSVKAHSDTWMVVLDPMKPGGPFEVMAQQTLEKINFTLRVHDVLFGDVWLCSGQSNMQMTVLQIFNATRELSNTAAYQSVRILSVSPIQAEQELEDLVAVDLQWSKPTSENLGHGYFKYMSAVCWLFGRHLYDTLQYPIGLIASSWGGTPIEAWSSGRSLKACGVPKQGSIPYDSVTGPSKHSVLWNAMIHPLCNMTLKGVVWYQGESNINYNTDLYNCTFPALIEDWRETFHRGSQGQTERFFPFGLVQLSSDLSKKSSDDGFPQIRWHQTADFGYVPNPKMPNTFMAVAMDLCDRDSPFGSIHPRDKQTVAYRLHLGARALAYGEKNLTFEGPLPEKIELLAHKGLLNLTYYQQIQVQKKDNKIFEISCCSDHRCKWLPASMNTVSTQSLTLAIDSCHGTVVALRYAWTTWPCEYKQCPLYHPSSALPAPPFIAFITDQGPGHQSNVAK
HTRA1 inhibitor: inhibitors of human serine peptidase HTRA1; recombinant HTRA1, FP-rhodamine activity-based probe, fluorescence polarization; inhibition, % at 5.96 µM; Q92743; AID 504803; hit rate 0.5% among 340,000; in the data active means inhibition above about 36%;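 further: 0% = enzyme with DMSO and 100% = wells lacking enzyme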
LEDGF integ inh: blocks HIV-1 LEDGF/p75-dependent DNA integration | hit rate 0.64% among 370,000 | AID 743269 | TR-FRET IN-LEDGF/p75 DNA integration, Eu/Cy5 | inhibition, % at 3.7 µM;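 active means inhibition above the screen-wide mean plus 3 SD, cut at about 13% in these data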;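 further: signal is the Cy5 over europium emission ratio at 671 and 618 nm; 0% = plate median of compound wells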
TCR-CD3 inh: inhibitors of human TCR-CD3 interaction. TAMRA-labeled TCR probe fluorescence, biochemical. inhibition, % at 9.4 µM. hit rate 0.37% among 360,000. AID 651800; in the data active means inhibition above about 19%;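 further: recombinant mutant TCR 2C K166C tagged with TAMRA read by polarization; 0% = receptor in buffer alone and 100% = receptor with positive control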
PRMT1 inh: inhibitors of human PRMT1; Q99873; recombinant PRMT1, activity-based probe fluorescence polarization; inhibition, % at 2.79 µM; hit rate 1.3% among 370,000; AID 652257;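 active means inhibition above about 21% made by adding two undisclosed values, limit read from the data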
Tn7 DDE FP: DD(E)-Tn7 binding inhibition, primary FP screen; FP displacement of FITC-Tn7 peptide from fibrin DD(E); 0% = median of compound wells per plate; hit rate 0.13% among 370,000; P02675; inhibition, % at 8.3 µM;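 active means inhibition above the mean of compounds falling within the control limits plus 3 SD of them, cut at about 14% in these data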;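 further: 0% = plate median of compound wells and 100% = 10 µM Aha-Tn7 peptide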
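Assay system: human fibrin DD(E) protein / Input: 2 µM fibrin DD(E) / Benchmarks: high control of 10 µM Aha-Tn7 peptide / Measured by: fluorescence polarization of the labelled Tn7 tracer / Medium: Tris buffer with calcium and detergent, pH 7.8 / Timing: 10 min compound pre-incubation, 3 h probe incubation at room temperature / Repeats: one replicate per compound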
ABHD4 inh: inhibits mouse alpha/beta hydrolase domain 4. Q8VD66. purified mABHD4, FP-Rh probe fluorescence polarization. inhibition, % at 8.92 µM. hit rate 0.54% among 370,000;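 active means inhibition exceeding the mean over every tested compound plus 3 SD, cut at about 30% in these data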;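 further: 0% = plate median of compound wells and 100% = S159A mutant with DMSO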
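Test system: mABHD4 protein | Buffer or medium: HEPES pH 7.0 buffer, 150 mM NaCl, 0.01% Pluronic F-127 | Probe or stimulus: FP-Rh fluorescent activity-based probe, added after compound pre-incubation | Timing: Pre-incubation 45 min, probe exposure 60 min, at 25 °C | Technique: Fluorescence polarization, excitation 525 nm, emission 598 nm, BODIPY TMR filters | Repeats: Single well per compound (singlicate)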
The depositor's hits bear a star.

Screening Cc1cc2ccccc2n1CCNC(=O)Cc1cccc2ccccc12 returned PG9 Ab binder -6.6, TDP2 inh 8, UHRF1 MBD2 ctr -3, SIAE primary 22*, HTRA1 inhibitor 36, LEDGF integ inh 4, TCR-CD3 inh 68*, PRMT1 inh 1, Tn7 DDE FP -1 and ABHD4 inh 46*.
For CN(CC(=O)Nc1cccc(F)c1)C(=O)c1cn(-c2ccccc2)nc1-c1ccc(F)cc1 the results were PG9 Ab binder 0.2, TDP2 inh -10, UHRF1 MBD2 ctr 4, SIAE primary -18, HTRA1 inhibitor -84, LEDGF integ inh 2, TCR-CD3 inh 0, PRMT1 inh -3, Tn7 DDE FP -2 and ABHD4 inh -23.
`O=c1c2[nH]c3ccc(F)cc3c2ncn1CCCN1CCOCC1` gave PG9 Ab binder -0.4, TDP2 inh 2, UHRF1 MBD2 ctr 0, SIAE primary -2, HTRA1 inhibitor -2, LEDGF integ inh -1, TCR-CD3 inh 3, PRMT1 inh -4, Tn7 DDE FP 0 and ABHD4 inh -5.
`CN(C)c1ccc2c(c1)Sc1cc(N(C)C)ccc1N2C(=O)c1ccccc1` gave PG9 Ab binder -2.4, TDP2 inh -1, UHRF1 MBD2 ctr 0, SIAE primary 8, HTRA1 inhibitor 5, LEDGF integ inh 6, TCR-CD3 inh -5, PRMT1 inh 4, Tn7 DDE FP 1 and ABHD4 inh 7.
`CC(=O)c1c(C)[nH]c(C(=O)OCn2nnc3ccccc3c2=O)c1C` gave PG9 Ab binder -1.3, TDP2 inh 6, UHRF1 MBD2 ctr 3, SIAE primary 3, HTRA1 inhibitor 1, LEDGF integ inh -2, TCR-CD3 inh -5, PRMT1 inh 0, Tn7 DDE FP -8 and ABHD4 inh 0.
Screening COC(=O)c1cc(NS(=O)(=O)c2ccc(NC(C)=O)cc2)cc(C(=O)OC)c1 returned PG9 Ab binder 2.1, TDP2 inh 3, UHRF1 MBD2 ctr 0, SIAE primary -8, HTRA1 inhibitor -11, LEDGF integ inh 1, TCR-CD3 inh 6, PRMT1 inh -3, Tn7 DDE FP 1 and ABHD4 inh -3.
Screening Cc1ccc(N2C(=O)C3C4CCC(O4)C3C2=O)c(OC(F)F)c1 (centres undefined) returned PG9 Ab binder 1.6, TDP2 inh -2, UHRF1 MBD2 ctr 0, SIAE primary -5, HTRA1 inhibitor 6, LEDGF integ inh -1, TCR-CD3 inh -3, PRMT1 inh 0, Tn7 DDE FP 3 and ABHD4 inh 1.
Screening CN1CCN(C(=O)Cn2c(=O)oc3cc(S(=O)(=O)NCc4ccccc4)ccc32)CC1 returned PG9 Ab binder 0.0, TDP2 inh -5, UHRF1 MBD2 ctr 2, SIAE primary 25*, HTRA1 inhibitor 2, LEDGF integ inh -3, TCR-CD3 inh 5, PRMT1 inh 0, Tn7 DDE FP -2 and ABHD4 inh -1.
Screening COc1ccc(S(=O)(=O)N2CCCc3nc(-c4ccc(F)cc4)ccc32)cc1 returned PG9 Ab binder -0.5, TDP2 inh 5, UHRF1 MBD2 ctr -1, SIAE primary 3, LEDGF integ inh 1, TCR-CD3 inh 7, PRMT1 inh -4, Tn7 DDE FP 2 and ABHD4 inh -5.
For COc1ccc(C(=O)NC(C)c2csc(C)n2)cc1OC1CCN(C(C)=O)CC1 (centres undefined) the results were PG9 Ab binder 0.8, TDP2 inh 8, UHRF1 MBD2 ctr -4, SIAE primary 3, HTRA1 inhibitor -2, LEDGF integ inh 3, TCR-CD3 inh 3, PRMT1 inh -3, Tn7 DDE FP -4 and ABHD4 inh 1.
Screening COc1ccccc1C(=O)NNC(=O)CCCN1C(=O)/C(=C/c2cccs2)SC1=S returned PG9 Ab binder 0.6, TDP2 inh 3, UHRF1 MBD2 ctr -5, SIAE primary -3, HTRA1 inhibitor -1, LEDGF integ inh 2, TCR-CD3 inh -11, PRMT1 inh -2, Tn7 DDE FP 5 and ABHD4 inh -2.
O=C1CSC(=S)N1N=Cc1ccccc1O was read as PG9 Ab binder -1.1, TDP2 inh 4, UHRF1 MBD2 ctr -5, SIAE primary 4, HTRA1 inhibitor 8, LEDGF integ inh -1, TCR-CD3 inh 1, PRMT1 inh 53*, Tn7 DDE FP -5 and ABHD4 inh 15.
For Cn1c2ccccc2c(=O)c2c(=O)n(Cc3cccc4ccccc34)cnc21 the results were TDP2 inh -7, UHRF1 MBD2 ctr -4, SIAE primary 0, LEDGF integ inh 7, PRMT1 inh -8, Tn7 DDE FP -3 and ABHD4 inh -5.
For Cc1c(C(=O)Nc2cccnc2Cl)oc2ccccc12 the results were PG9 Ab binder 7.7, TDP2 inh 0, UHRF1 MBD2 ctr -1, SIAE primary 2, HTRA1 inhibitor -5, LEDGF integ inh -4, TCR-CD3 inh 9, PRMT1 inh -2, Tn7 DDE FP -2 and ABHD4 inh 2.
`COc1cc(C)ccc1S(=O)(=O)NC(=O)Cn1nnc(COc2ccc3c(c2)CCCC3)c1C` gave PG9 Ab binder -1.4, TDP2 inh 0, UHRF1 MBD2 ctr 0, SIAE primary -4, LEDGF integ inh 1, TCR-CD3 inh -3, PRMT1 inh 0, Tn7 DDE FP 0 and ABHD4 inh -1.
CN(C)CCNC(NC(=O)c1cccs1)C(Cl)(Cl)Cl (centres undefined) was read as PG9 Ab binder -0.6, TDP2 inh 3, UHRF1 MBD2 ctr 1, SIAE primary 0, HTRA1 inhibitor 5, LEDGF integ inh -1, TCR-CD3 inh -2, PRMT1 inh -1, Tn7 DDE FP -2 and ABHD4 inh 7.
C/C=C(\C)CN1CCN(c2cc(C)ccc2C)CC1 was read as PG9 Ab binder -3.3, TDP2 inh -5, UHRF1 MBD2 ctr -1, SIAE primary 6, HTRA1 inhibitor -5, LEDGF integ inh 1, TCR-CD3 inh 3, PRMT1 inh 3, Tn7 DDE FP 4 and ABHD4 inh 7.
`COc1ccc(C(=O)n2ncc(C#N)c2N)cc1` gave PG9 Ab binder -1.1, TDP2 inh 4, UHRF1 MBD2 ctr -3, SIAE primary -3, HTRA1 inhibitor 13, LEDGF integ inh -2, TCR-CD3 inh 4, PRMT1 inh 1, Tn7 DDE FP -1 and ABHD4 inh 0.
Cc1nc(C)n(C(C)CNC(=O)c2cccc(Br)c2)n1 (centres undefined) was read as PG9 Ab binder -3.4, TDP2 inh 3, UHRF1 MBD2 ctr 4, SIAE primary 0, HTRA1 inhibitor 4, LEDGF integ inh 0, TCR-CD3 inh 1, PRMT1 inh 3, Tn7 DDE FP 0 and ABHD4 inh 2.
`CCOC(=O)c1ccc(OC(=O)CCCCCN=C(N)N)cc1` gave PG9 Ab binder -1.1, TDP2 inh 3, UHRF1 MBD2 ctr 2, SIAE primary -2, HTRA1 inhibitor -2, LEDGF integ inh 1, TCR-CD3 inh 2, PRMT1 inh -2, Tn7 DDE FP -2 and ABHD4 inh -4.
For Cc1cc2nc(Cl)c(Cl)nc2cc1C the results were PG9 Ab binder -2.6, TDP2 inh -4, UHRF1 MBD2 ctr 1, SIAE primary -3, HTRA1 inhibitor -1, LEDGF integ inh 0, TCR-CD3 inh 1, PRMT1 inh -6, Tn7 DDE FP -7 and ABHD4 inh 1.
N#C/C(=C\c1ccc(N2CCCCC2)c([N+](=O)[O-])c1)c1nn(-c2ccccc2)c(N)c1C#N was read as PG9 Ab binder -0.2, TDP2 inh 6, UHRF1 MBD2 ctr -4, SIAE primary 1, HTRA1 inhibitor -3, LEDGF integ inh -2, TCR-CD3 inh 2, PRMT1 inh -1, Tn7 DDE FP 3 and ABHD4 inh 0.
Screening CC(=O)Nc1ccc(NC(=O)CS(=O)(=O)c2cn(CC(=O)N3CCCCC3)c3ccccc23)cc1 returned PG9 Ab binder -0.1, TDP2 inh -9, UHRF1 MBD2 ctr -3, SIAE primary 6, HTRA1 inhibitor 7, LEDGF integ inh 6, TCR-CD3 inh 6, PRMT1 inh -2, Tn7 DDE FP -1 and ABHD4 inh 0.
Screening COc1ccccc1N(C)S(=O)(=O)c1ccc(C(=O)O)cc1 returned PG9 Ab binder 0.4, TDP2 inh 7, UHRF1 MBD2 ctr 0, SIAE primary -1, HTRA1 inhibitor -1, LEDGF integ inh -4, TCR-CD3 inh -1, PRMT1 inh 0, Tn7 DDE FP 4 and ABHD4 inh -2.
For COC(=O)COc1ccc(/C=C2/NC(=O)N(CC(=O)OC)C2=O)cc1 the results were PG9 Ab binder -2.6, TDP2 inh -3, UHRF1 MBD2 ctr -2, SIAE primary 10, HTRA1 inhibitor 1, LEDGF integ inh -3, TCR-CD3 inh 6, PRMT1 inh 2, Tn7 DDE FP 4 and ABHD4 inh -3.
For CN(C)C(CNC(=O)c1cccc(S(=O)(=O)Nc2ccccc2Cl)c1)c1ccco1 (centres undefined) the results were PG9 Ab binder -1.2, TDP2 inh 0, UHRF1 MBD2 ctr -2, SIAE primary 0, HTRA1 inhibitor -3, LEDGF integ inh 4, TCR-CD3 inh 0, PRMT1 inh 3, Tn7 DDE FP -4 and ABHD4 inh 2.
For CCn1c(SCC(=O)N2CCc3ccccc32)nnc1-c1c[nH]c2ccccc12 the results were PG9 Ab binder -0.1, TDP2 inh 13, UHRF1 MBD2 ctr 0, SIAE primary 7, HTRA1 inhibitor -2, LEDGF integ inh 2, TCR-CD3 inh -3, PRMT1 inh 0, Tn7 DDE FP 3 and ABHD4 inh 3.
Screening COC[C@H]1CCCN1c1ccc2c(c1)O[C@@H](COCc1ccccc1)CN([C@H](C)c1ccccc1)S2(=O)=O returned PG9 Ab binder -1.0, TDP2 inh -6, UHRF1 MBD2 ctr 5, SIAE primary -4, LEDGF integ inh 2, TCR-CD3 inh 1, PRMT1 inh 9, Tn7 DDE FP -1 and ABHD4 inh -14.
Screening CC(C)c1ccc(S(=O)(=O)c2cc3cc(Br)ccc3oc2=O)cc1 returned PG9 Ab binder -0.9, TDP2 inh 8, UHRF1 MBD2 ctr 1, SIAE primary 3, HTRA1 inhibitor -5, LEDGF integ inh 2, TCR-CD3 inh 1, PRMT1 inh 2, Tn7 DDE FP -3 and ABHD4 inh -3.
`O=C1C(O)CCN1Cc1ccccc1` (centres undefined) gave PG9 Ab binder 1.0, TDP2 inh 3, UHRF1 MBD2 ctr 0, SIAE primary 2, HTRA1 inhibitor -4, LEDGF integ inh 2, TCR-CD3 inh -5, PRMT1 inh 0, Tn7 DDE FP -1 and ABHD4 inh 3.
Screening CN1CCN(Cc2c(O)ccc3occ(C(=O)c4ccccc4)c23)CC1 returned PG9 Ab binder 2.3, TDP2 inh -5, UHRF1 MBD2 ctr 17, SIAE primary 0, HTRA1 inhibitor 7, LEDGF integ inh -3, TCR-CD3 inh 6, PRMT1 inh 2, Tn7 DDE FP 2 and ABHD4 inh 3.

Compound activity deposited in PubChem BioAssay by The Scripps Research Institute Molecular Screening Center.
